# Coupling enz: qHTS Assay for Inhibitors of Fructose-1,6-bisphosphate Aldolase from Giardia Lamblia: Coupling assay counterscreen; activity change, negative = inhibition, % at 58.2 µM, hits read low; AID 2472, 2010; coupling enzyme system counterscreen, AmpLite Red fluorescence; 0.67% of 290,000 active; in the data active = activity change below about -30%; note: % is set by controls: 0 for no effect and ±100 for the full control effect
#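 First, compound is pin-transferred into glyceraldehyde-3-phosphate coupling-enzyme reagent at 57.5 uM final and held 10 min at RT. Next, substrate, coupling system and AmpLite Red are added. After 20 min RT, fluorescence (525/598 nm) is read.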
# ELG1 genotoxic: qHTS screen for small molecules that induce genotoxicity in human embryonic kidney (HEK293T) cells expressing luciferase-tagged ELG1; 1.3% of 330,000 active; HEK293T ELG1-luciferase reporter, luminescence, 16 h; Potency, µM (series often up to 46 µM), for the others: top-dose activity change, positive = activation, hits mostly activators; note: potency is the fitted concentration of half-maximal effect; % of control where 0% means no effect; nearly all actives have a fitted effect of over 60% in size
#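 Reporter readout depends on ELG1 protein level, which increases with genetic stress. After 16 hr compound exposure at 37 °C, luciferase activity was quantified using ONE-Glo.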
# FLuc modulator: qHTS profiling assay for firefly luciferase inhibitor/activator using purifed enzyme and Km concentrations of substrates (counterscreen for miR-21 project); Luciferin 4-monooxygenase (Photinus pyralis), P08659; purified FLuc, Km substrates, luminescence inhibition; Potency, µM (top dose mostly 57.5 µM), for inactives: at the highest dose activity change, negative = inhibition, most hits filed as inhibitors; 6.9% of 360,000 active;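 note: potency is the fitted concentration of half-maximal effect; plate controls were vehicle for no effect and reference inhibitor for full effect; nearly all actives have a fitted effect of over 55% in size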
#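 Biochemical qHTS of compounds, final roughly 60 µM downward over six points, against 10 nM purified firefly luciferase using Km concentrations of substrates (10 uM D-luciferin, 10 uM ATP) in Tris acetate pH 7.5 buffer; luminescence output.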
# Gal4-VP16 FLuc: VP16 counterscreen qHTS for inhibitors of ROR gamma transcriptional activity | 3.5% of 310,000 active | Potency, µM (titrated, usually from 53.6 µM), for the others: at the highest dose activity, negative = inhibition, hits mostly inhibitors | Drosophila S2 Gal4-VP16 UAS-luciferase, luminescence, 20 h;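 note: Gal4-VP16 expression switched on by copper sulfate through the metallothionein promoter; potency is the fitted concentration of half-maximal effect; % is set by controls: 0 for no effect and ±100 for the full control effect; nearly all actives have a fitted effect of over 50% in size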
# NPC1 prom act: qHTS Assay for NPC1 Promoter Activators; Huh7 NPC1 promoter luciferase reporter, 24 h; Potency, µM (series often up to 9.22 µM), inactives show top-dose activation, usual class: activators; 2.4% of 320,000 active; AID 485313, 2010;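 note: potency is the fitted concentration of half-maximal effect; % of control where 0% means no effect; nearly all actives have a fitted effect of over 60% in size; reporter is driven by a mutant NPC1 promoter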
#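 Luminescence read-out of NPC1 promoter-driven luciferase in stably transfected Huh7 cells; compounds delivered in DMSO and left 24 h at 37C, 5% CO2, qHTS titration format.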
# RORgamma inh: qHTS for inhibitors of ROR gamma transcriptional activity | Potency, µM (highest dose often 53.6 µM), without a hit: at the top dose activity change, negative = inhibition, most hits filed as inhibitors | AID 2551, 2010 | Nuclear receptor ROR-gamma (Mus musculus), P51450 | 5.4% of 310,000 active | Drosophila S2 Gal4-RORgamma UAS-luciferase reporter, 20 h; note: potency is the fitted concentration of half-maximal effect; % is set by controls: 0 for no effect and ±100 for the full control effect; nearly all actives have a fitted effect of over 60% in size
# Target sequence (P51450 whole entry, looked up, the tested form may be a part): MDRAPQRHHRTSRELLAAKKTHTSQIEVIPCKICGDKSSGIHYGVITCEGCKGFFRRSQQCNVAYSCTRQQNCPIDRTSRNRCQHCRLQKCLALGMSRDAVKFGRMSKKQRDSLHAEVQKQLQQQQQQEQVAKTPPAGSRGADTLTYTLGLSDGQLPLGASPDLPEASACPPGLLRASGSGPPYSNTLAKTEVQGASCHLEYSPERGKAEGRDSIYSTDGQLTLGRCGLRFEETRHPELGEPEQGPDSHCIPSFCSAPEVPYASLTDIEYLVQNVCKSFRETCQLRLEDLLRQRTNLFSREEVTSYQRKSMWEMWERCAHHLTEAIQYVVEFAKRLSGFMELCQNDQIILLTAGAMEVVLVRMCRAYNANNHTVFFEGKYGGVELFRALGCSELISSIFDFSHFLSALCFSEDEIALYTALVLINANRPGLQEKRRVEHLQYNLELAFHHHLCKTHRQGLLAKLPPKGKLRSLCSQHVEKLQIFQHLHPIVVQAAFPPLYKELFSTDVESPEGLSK
#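 A Gal4/UAS one-hybrid system in insect cells: metallothionein-promoter Gal4–ROR gamma fusion plus Photinus luciferase reporter. Copper sulfate 700 uM final, 20 hr ambient incubation, luminescent detection after 10 min with reagent.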
# Giardia kill: Small Molecules that selectively kill Giardia lamblia: qHTS. Giardia lamblia trophozoite viability. 0.15% of 340,000 active. activity change, % at 7.66 µM, hits read low; in the data active = activity change below about -80%; inconclusive = between about -30% and that limit;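 note: parasites exposed to compound for two days anaerobically before the ATP read; % is set by controls: 0 for no effect and ±100 for the full control effect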
#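 Compounds were tested on trophozoites seeded at 100 cells/well and held 48 hrs at 37 deg C anaerobically. An ATP-based luminescent kit measured the remaining live cells.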
# Tb PFK block: qHTS Assay to Find Inhibitors of T. brucei phosphofructokinase; 0.17% of 330,000 active; T. brucei PFK, ADP-Glo luminescence; ATP-dependent 6-phosphofructokinase (Trypanosoma brucei brucei), O15648; AID 485367, 2010; Potency, µM (series often up to 57.5 µM), inactives show top-dose activity, negative = inhibition, hits mostly inhibitors;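 note: potency is the fitted concentration of half-maximal effect; 0% = uninhibited 1x PFK enzyme wells and -100% = no-enzyme wells; nearly all actives have a fitted effect of over 60% in size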
# Target sequence (O15648 whole entry, looked up): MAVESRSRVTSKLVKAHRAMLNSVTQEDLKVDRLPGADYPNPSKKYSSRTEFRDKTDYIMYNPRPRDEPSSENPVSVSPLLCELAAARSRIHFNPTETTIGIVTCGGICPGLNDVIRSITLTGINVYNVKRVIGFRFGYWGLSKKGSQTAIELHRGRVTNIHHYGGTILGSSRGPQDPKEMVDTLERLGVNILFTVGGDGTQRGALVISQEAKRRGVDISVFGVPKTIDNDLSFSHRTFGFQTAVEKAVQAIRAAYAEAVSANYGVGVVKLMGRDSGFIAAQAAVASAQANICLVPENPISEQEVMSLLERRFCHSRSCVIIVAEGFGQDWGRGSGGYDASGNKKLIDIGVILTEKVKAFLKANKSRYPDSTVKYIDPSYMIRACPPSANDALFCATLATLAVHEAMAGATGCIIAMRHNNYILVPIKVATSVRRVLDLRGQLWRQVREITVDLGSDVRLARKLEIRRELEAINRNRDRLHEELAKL
#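 1.25 nM PFK with 0.5 mM F6P and 0.1 mM ATP in 0.1 M TEA pH 8.0, 5 mM MgCl2, incubated 45 min at room temperature; ADP measured by ADP-Glo luminescence; compounds titrated up to 57 uM.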
# uPA generation: qHTS for Inhibitors of Cell Surface uPA Generation; cell surface uPA generation assay, qHTS; Potency, µM (series often up to 38.3 µM), inactives show at the top dose activity change, negative = inhibition, usual class: inhibitors; 0.31% of 330,000 active; active = well fitted inhibition curve with a large enough effect; inconclusive = small, poorly fitted or top-dose-only effect; inactive = no such curve, though single readings can be large or run the other way; tested in mouse RAW 264.7 cells; note: potency is the fitted concentration of half-maximal effect; % is set by controls: 0 for no effect and ±100 for the full control effect; nearly all actives have a fitted effect of over 55% in size
# KCNH2 3.1 block: qHTS for Inhibitors of KCHN2 3.1: Mutant qHTS | 0.95% of 340,000 active | Potassium voltage-gated channel subfamily H member 2, brain isoform KCNH2 3.1 (human) | U2OS KCNH2 3.1, thallium flux FluxOr; stronger effect = lower value | activity change, % (tested at about 1.8 µM);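 active = maximum activity change below -70%; inconclusive = maximum activity change from -70% to -50%; inactive = maximum activity change above -50%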;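 note: thallium influx rate constant from kinetic fluorescence after stimulation buffer; % is set by controls: 0 for no effect and ±100 for the full control effect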
#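 Normalized rate constant (relative to positive and negative DMSO controls) derived from a 2 min kinetic fluorescence read after stimulation; U2OS cells expressing the 3.1 isoform via virus at 1.77 x 10^8 /mL.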
# Rab9 prom act: qHTS Assay for Rab9 Promoter Activators; AID 485297, 2010; Huh7 Rab9 promoter-luciferase reporter, luminescence, 24 h; 2.8% of 320,000 active; Potency, µM (doses to about 9.22 µM), inactives show at the top dose activation, negative = inhibition, usual class: activators; note: potency is the fitted concentration of half-maximal effect; % of control where 0% means no effect; nearly all actives have a fitted effect of over 60% in size
#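 Measured in stably transfected Huh7 cells bearing a Rab9 promoter–luciferase construct: 24 h compound treatment at 37 °C, followed by luminescence detection.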
# * = called active by the depositor; u = inconclusive; x = not tested or not shown; & = joins results of further samples; [ ] = dose if it differs, or a comment. Unless noted, calls come from the whole dose curve; as a rule, active = well fitted curve in the direction sought with a large enough effect; inconclusive = small, poorly fitted or top-dose-only effect, or another doubt; inactive = no such curve, though single readings can be large; an effect the other way counts as inactive or inconclusive.
SMILES,Coupling enz,ELG1 genotoxic,FLuc modulator,Gal4-VP16 FLuc,NPC1 prom act,RORgamma inh,Giardia kill,Tb PFK block,uPA generation,KCNH2 3.1 block,Rab9 prom act
CCC(CO)Oc1cc(NCc2ccc(C)c(C)c2)c2ncn(C(C)C)c2c1 (stereo not given),x,-2%,x,x,x,x,-14,7%,u,9,x
CCN(CC)C(=O)Oc1c(Cl)cc(Cl)c2cccnc12,3,-9%,3%,-11%,-1%,3%,12,0%,-5%,-21,-2%
O=C(Nc1ccc2c(c1)Cc1ccccc1-2)c1ccncc1,3,9%,u,3%,29%,41%,-14,-4%,1%,-12,15%
CCOc1ccc(N(C(=O)c2snc(C(N)=O)c2N)C(C(=O)NCC2CCCO2)c2ccco2)cc1 (stereo not given),0,0%,-1%,-3%,-5%,26%,6,-4%,2%,6,-6%
CCC1(C)Cc2ccccc2-c2nc(NCCO)n(-c3ccc(C)cc3)c(=O)c21 (stereo not given),-4,1%,-9%,11%,0%,u,5,1%,4%,-14,-12%
COC(=O)/C(=C\Nc1ccccc1)NC(=O)c1ccc(Cl)cc1Cl,-1,0%,-13%,2%,28%,7%,1,3%,6%,2,8%
CCN(CC)CCNC(=O)C(=O)NCC1OCCN1C(=O)c1ccc2c(c1)OCO2 (stereo not given),1,-3%,-1%,-10%,-1%,-10%,x,2%,x,x,-4%
N#Cc1ccccc1Sc1ccccc1C(=O)NCC(c1ccco1)N1CCCC1 (stereo not given),x,-4%,2%,x,-3%,x,-3,7%,0%,-11,-5%
O=C(c1cc(COc2ccc(F)cc2Cl)on1)N1CCN(c2cnccn2)CC1,0,-4%,2%,-20%,-3%,u,-8,-9%,-15%,2,-2%
Cn1cccc1C(=O)C(=O)Nc1ccc(F)c(F)c1,-1,u,11µM*,u,2µM*,u,-13,-9%,-3%,-3,1.3µM*
CC(C)=CCC/C(C)=C/CCC(C)NCCN1CCNCC1 (stereo not given),2,-5%,-1%,-11%,-3%,-10%,x,-2%,x,x,-4%
Cc1ccccc1CNS(=O)(=O)c1ccc2c(c1)C(C)(C)C(=O)N2C,0,4%,5%,-3%,-8%,-15%,-9,-2%,6%,10,-2%
CN(C)C(=O)C[n+]1cccc(/C=N/O)c1,0,4%,0%,u,-2%,1%,-18,-1%,-3%,x,-5%
CCC(CC)C(=O)Nc1nnc(S(=O)(=O)N2CCCC2)s1,0,-2%,0%,-11%,4%,13%,18,-2%,0%,1,-4%
CCC(=O)NC1CCN(C(=S)NC)CC1,1,3%,0%,-3%,-3%,-23%,4,0%,5%,31,0%
O=C1CCCCN1CCCC(=O)N1CCCC(Nc2ccc(F)c(F)c2)C1 (stereo not given),x,-2%,2%,1%,1%,-2%,-3,-23%,15%,-7,6%
COC(=O)Cc1csc(N)n1,2&2,2%&0%,3%&0%,14%&7%,-2%&-2%,-16%&3%,29&-8,3%&-4%,2%&4%,-4&10,-4%&-1%
CCN(CC)c1ccc(C2C(C(=O)OCCOC)=C(C)NC3=C2C(=O)CC(C)(C)C3)cc1 (stereo not given),-2,11%,2%,-6%,0%,1%,-26,-2%,3%,4,8%
CN(C)S(=O)(=O)c1cccc(C(=O)Nc2ccc(Cl)cn2)c1,0,u,13µM*,17%,u,-43%,12,-2%,-20%,0,u
O=C(O)c1ccc(N2CCN(Cc3ccc4c(c3)OCO4)CC2)c([N+](=O)[O-])c1,5,3%,2%,0%,-4%,11%,-23,-2%,1%,8,-5%[1.84 µM]
CCN1C/C(=C\c2cccc([N+](=O)[O-])c2)C(=O)/C(=C/c2cccc([N+](=O)[O-])c2)C1,0,-12%,5%,1%,-34%[inhibitor],29%,u,0%,-24%,-44,-58%[inhibitor]
Fc1cc(Br)ccc1Nc1nc2ccccc2n2nnnc12,1,u,1%,u,4%,u,2,-1%,5%,-12,2%
COc1cc(OC)cc(C(=O)NCCSC2CCCCC2)c1,3,-5%,-3%,2%,1%,3%,5,3%,4%,-2,-3%
CN1CCN(CCC(=O)Nc2ccc(OCc3ccccc3)cc2)CC1,1,10%,-5%,0%,24%,-26%,7,-4%,-2%,15,21%

# Whole records, quoted from the list:
# CCN(CC)c1ccc(C2C(C(=O)OCCOC)=C(C)NC3=C2C(=O)CC(C)(C)C3)cc1 (stereo not given) is listed as Coupling enz = -2; ELG1 genotoxic = 11%; FLuc modulator = 2%; Gal4-VP16 FLuc = -6%; NPC1 prom act = 0%; RORgamma inh = 1%; Giardia kill = -26; Tb PFK block = -2%; uPA generation = 3%; KCNH2 3.1 block = 4; Rab9 prom act = 8%
# COc1cc(OC)cc(C(=O)NCCSC2CCCCC2)c1 is listed as Coupling enz = 3; ELG1 genotoxic = -5%; FLuc modulator = -3%; Gal4-VP16 FLuc = 2%; NPC1 prom act = 1%; RORgamma inh = 3%; Giardia kill = 5; Tb PFK block = 3%; uPA generation = 4%; KCNH2 3.1 block = -2; Rab9 prom act = -3%

# The list continues.
SMILES,Coupling enz,ELG1 genotoxic,FLuc modulator,Gal4-VP16 FLuc,NPC1 prom act,RORgamma inh,Giardia kill,Tb PFK block,uPA generation,KCNH2 3.1 block,Rab9 prom act
CCC(CO)Oc1cc(NCc2ccccc2F)c2ncn(C(C)C)c2c1 (stereo not given),x,4%,-1%,x,-1%,x,-9,-1%,-1%,10,-3%
CC(OC(=O)CNC(=O)c1ccc2ccccc2c1)C(=O)N(C)C1CCCCC1 (stereo not given),x,-2%,-9%,x,-6%,x,16,-1%,3%,12,-2%
COc1ccc(N2CCN(C(=O)CSc3ccccc3N)CC2)cc1,0,-2%,1%,12%,-5%,u,8,-4%,-12%,7,-6%
Cc1cc(=O)oc2c(CN3CCCC3)c(O)c(Cl)cc12,2,1%,-1%,-1%,-1%,-9%,-23,0%,8%,2,11%
CN(Cc1ccc(Cl)c(Cl)c1)C(=O)CN1C(=O)NC2(CCCC2)C1=O,x,4%,-2%,x,-5%,x,-9,-10%,9%,-2,-4%
CC(=O)CN1C(=O)NC2(CCCc3ccccc32)C1=O (stereo not given),0,0%,2%,-1%,-3%,-4%,25,1%,2%,2,4%
OC1(c2ccccc2)CN(c2ccccc2)C2=[N+]1CCS2 (stereo not given),1,-2%,-3%,5%,0%,7%[10 µM],0,1%,8%,-4,0%
CC1Cc2nc(SCC(=O)Nc3nccs3)n(C)c(=O)c2S1 (stereo not given),-1,-2%,13%,-10%,1%,35%,11,1%,8%,-18,2%
CCc1cc2ccccc2nc1SCC(=O)NC1CCCC1,9,-6%,0%,-6%,-2%,-4%,-8,-4%,0%,-17,-6%
CCCN1C(=O)S/C(=C\c2ccc(N3CCOCC3)cc2C)C1=O,-3,u,5.4µM*,-9%,2µM*,-21%,x,-5%,x,x,2.2µM*
COC(=O)C1=C(C)N(Cc2ccccc2)C(=NCC(C)C)N[C@H]1c1cccc(F)c1,1,-3%,0%,u,-3%,u,5,7%&2%,u,-46,-4%
CC(C)(C)NCC(O)COc1ccccc1C1CCCC1 (stereo not given),x,-60%[inhibitor],-1%,x,-4%,x,10,-1%,u,-30,-4%
O=C(Nc1ccc2c(c1)nc1n2CCN(Cc2ccccc2)C1)c1cccs1,1,-7%,u,3%,9%,6%,-7,-2%,-1%,-11,-3%

# Copied from the list.
# Tb PFK block with CCc1cc2ccccc2nc1SCC(=O)NC1CCCC1 : -4%
# FLuc modulator with CCCN1C(=O)S/C(=C\c2ccc(N3CCOCC3)cc2C)C1=O : 5.4µM*
# Gal4-VP16 FLuc with COc1ccc(N2CCN(C(=O)CSc3ccccc3N)CC2)cc1 : 12%
# Tb PFK block with OC1(c2ccccc2)CN(c2ccccc2)C2=[N+]1CCS2 (stereo not given) : 1%
# ELG1 genotoxic with CCC(CO)Oc1cc(NCc2ccccc2F)c2ncn(C(C)C)c2c1 (stereo not given) : 4%
# Tb PFK block with CC(=O)CN1C(=O)NC2(CCCc3ccccc32)C1=O (stereo not given) : 1%
